Compound activity deposited in PubChem BioAssay by The Scripps Research Institute Molecular Screening Center.
IDE inh: human IDE inhibitors in live cells, primary screen, fluorescence polarization, HEK cells, FAbetaB substrate | Insulin-degrading enzyme (Homo sapiens), P14735 | FAbetaB cleavage | inhibition, % at 5.59 µM | actives 0.41% (n = 320,000) | AID 434962, 2010;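 active = percent inhibition above the average of all tested compounds plus 3 SD, set per screening campaign, cut at about 16% in these data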;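 also: IDE supplied by intact live HEK cells; FP after avidin binding of uncleaved biotin substrate so inhibition keeps polarization high; 0% = DMSO wells and 100% = 60 µM reference IDE inhibitor Ii1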
Target sequence (P14735 whole entry, looked up): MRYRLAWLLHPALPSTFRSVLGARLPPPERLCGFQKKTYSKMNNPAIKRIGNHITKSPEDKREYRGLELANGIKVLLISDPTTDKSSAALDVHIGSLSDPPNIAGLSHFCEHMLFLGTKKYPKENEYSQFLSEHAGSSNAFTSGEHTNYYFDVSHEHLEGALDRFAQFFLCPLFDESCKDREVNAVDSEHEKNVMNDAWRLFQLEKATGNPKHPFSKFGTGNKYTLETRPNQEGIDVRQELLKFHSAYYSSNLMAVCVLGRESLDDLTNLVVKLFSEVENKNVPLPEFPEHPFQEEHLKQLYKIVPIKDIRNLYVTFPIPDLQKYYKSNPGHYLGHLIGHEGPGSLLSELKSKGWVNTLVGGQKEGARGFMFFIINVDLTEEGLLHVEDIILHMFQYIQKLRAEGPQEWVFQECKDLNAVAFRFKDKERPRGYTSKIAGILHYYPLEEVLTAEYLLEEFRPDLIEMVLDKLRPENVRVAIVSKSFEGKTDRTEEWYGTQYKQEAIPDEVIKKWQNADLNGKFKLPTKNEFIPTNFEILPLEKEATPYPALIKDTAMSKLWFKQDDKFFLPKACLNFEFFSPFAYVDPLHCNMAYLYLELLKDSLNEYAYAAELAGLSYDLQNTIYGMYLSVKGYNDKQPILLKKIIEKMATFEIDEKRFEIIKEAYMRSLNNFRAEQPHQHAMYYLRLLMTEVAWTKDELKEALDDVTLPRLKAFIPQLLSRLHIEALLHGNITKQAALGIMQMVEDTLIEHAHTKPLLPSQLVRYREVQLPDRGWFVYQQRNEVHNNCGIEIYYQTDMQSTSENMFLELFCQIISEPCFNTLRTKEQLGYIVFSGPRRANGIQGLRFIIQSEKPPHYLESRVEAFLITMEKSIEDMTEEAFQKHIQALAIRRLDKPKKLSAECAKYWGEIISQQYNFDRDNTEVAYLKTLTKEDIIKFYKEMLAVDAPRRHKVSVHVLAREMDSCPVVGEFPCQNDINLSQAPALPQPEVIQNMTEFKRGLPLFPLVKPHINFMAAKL
IDE act: human IDE activators in live cells, primary screen, fluorescence polarization, HEK cells, FAbeta-B substrate | FAbeta-B cleavage; 0% vehicle, 100% cell-free pure enzyme wells | activation, % at 5.96 µM | AID 493087, 2011 | actives 0.073% (n = 340,000) | Insulin-degrading enzyme (Homo sapiens), P14735;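 active = activation above the mean of all tested compounds plus 3 SD, set per screening campaign, cut at about 17% in these data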
Starred values were filed as active, the others as inactive. These rows are one share of the data; count on the stated rates, not on these rows.

The first 4 compounds, to show the layout:
no.	IDE inh	IDE act	structure
1	-7	4	OCCCn1c(C2CCCN2c2nc(-c3ccc(Cl)cc3)cs2)nc2cc(Cl)c(N3CCCCC3)cc21 (stereo not given)
2	3	5	COc1ccc(S(N)(=O)=O)cc1C(=O)OCC(=O)Nc1ncc(Cl)c(C)c1Cl
3	1	4	CC[C@@H]1CCCCc2ccccc2[C@H](C(=O)C[C@H](O)CC(C)=O)OC1=O
4	0	3	N#CCCN(C(=O)COC(=O)CCc1nc2ccccc2c(=O)[nH]1)c1ccc(F)cc1

Main list (from the top)
no.	IDE inh	IDE act	structure
1	-7	4	OCCCn1c(C2CCCN2c2nc(-c3ccc(Cl)cc3)cs2)nc2cc(Cl)c(N3CCCCC3)cc21 (stereo not given)
2	3	5	COc1ccc(S(N)(=O)=O)cc1C(=O)OCC(=O)Nc1ncc(Cl)c(C)c1Cl
3	1	4	CC[C@@H]1CCCCc2ccccc2[C@H](C(=O)C[C@H](O)CC(C)=O)OC1=O
4	0	3	N#CCCN(C(=O)COC(=O)CCc1nc2ccccc2c(=O)[nH]1)c1ccc(F)cc1
5	-1	-2	Cc1ccc([N+](=O)[O-])cc1S(=O)(=O)Nc1cccc(S(=O)(=O)NC2=NCCC2)c1
6	5	7	OC1COC(O)C(O)C1O (stereo not given)
7	4	-2	O=C(OCCc1cc2ccccc2c(=O)o1)c1ccc2c(c1)OCO2
8	9	-1	CCCC[C@@H]1C=C(C(=O)O)[C@H](c2ccc(C#N)cc2)N1S(=O)(=O)c1ccc(C)cc1
9	-2	0	O=C(COC(=O)c1cc(=O)[nH]c(=O)[nH]1)Nc1cccc(Cl)c1
10	0	2	CCN(c1ccccc1)S(=O)(=O)c1ccc(OC)c(NC(=O)C2CCC2)c1
11	7	5	Cc1cc(C(=O)CN2C(=O)NC(C)(c3cc(F)ccc3F)C2=O)c(C)n1C1CC1 (stereo not given)
12	4	-2	O=C(COC(=O)c1ccc2ncsc2c1)Nc1cccc(Cl)c1
13	8	4	CSCCC(NS(=O)(=O)c1ccccc1F)C(=O)NCC(C)(C)N1CCOCC1 (stereo not given)
14	-1	-1	CNC(=O)c1c(NC(=O)CCS(=O)(=O)c2ccccc2)sc(C)c1C
15	1	6	CCNc1nc(NCC)n2c(SCC(=O)Nc3cc(OC)ccc3OC)nnc2n1
16	0	-2	COc1ccccc1N(C)S(=O)(=O)c1ccc(C(=O)Nc2ccncc2)cc1
17	0	1	COc1ccc(N2CCN(C(=O)COC(=O)COc3cc(C)cc(C)c3)CC2)cc1
18	6	-7	Cc1cccc(NS(=O)(=O)c2ccc(C)c(C(=O)NCc3ccncc3)c2)c1
19	1	3	O=C(COC(=O)/C=C/c1ccccc1[N+](=O)[O-])NCc1ccco1
20	0	7	COc1cc(OC)cc(C(=O)NC(C(=O)Nc2ccc3nc(C)sc3c2)C(C)C)c1 (stereo not given)
21	2	-1	O=C(Cc1cccc(NC(=O)C2CCN(C(=O)C3CCCCC3)CC2)c1)Nc1cccc(C(=O)N2CCCC2)c1
22	2	1	COc1cc(C(C)=O)ccc1OCC(=O)Nc1ccc(C)c(S(=O)(=O)N2CCCCCC2)c1
23	2	-1	COc1cccc2c(=O)c3c([nH]c12)OC(C)(C)C3
24	-1	-4	COc1ccc(NC(=O)CN(C)CC(=O)c2[nH]c(C)c(C(C)=O)c2C)cc1

Single records, as listed above. Values in the order: IDE inh, IDE act
O=C(COC(=O)/C=C/c1ccccc1[N+](=O)[O-])NCc1ccco1 is listed as 1, 3
Cc1cccc(NS(=O)(=O)c2ccc(C)c(C(=O)NCc3ccncc3)c2)c1 is listed as 6, -7

The list goes on:
no.	IDE inh	IDE act	structure
25	1	-3	NC(=O)CC[C@H](NC(=O)c1ccc(F)cc1)C(=O)OCC(=O)NCc1ccc2c(c1)OCO2
26	-3	3	CC(=O)c1c(C)[nH]c(C(=O)OCC(=O)c2ccc(C)s2)c1C
27	1	4	CCCCC1CCC(C(=O)N(CCOC)c2c(N)n(CCCC)c(=O)[nH]c2=O)CC1 (stereo not given)
28	-1	-2	CC(C)(C)OC(=O)NCc1ccc(CNC(=O)c2nc[nH]c2C(=O)N2CCc3ccccc3C2)cc1
29	-1	-2	CN(CC(=O)Nc1ccc(F)cc1)C(=O)COC(=O)c1cc(S(=O)(=O)N(C)C)ccc1N1CCCC1
30	-3	1	CC(C)NC(=O)N(C)C[C@H]1Oc2ccc(NC(=O)C3CCCCC3)cc2C(=O)N([C@H](C)CO)C[C@@H]1C
31	2	4	Cc1ccc(S(=O)(=O)N2CCN(C(=O)COC(=O)CNC(=O)c3ccc(C(C)(C)C)cc3)CC2)c(C)c1
32	-2	8	CCOc1cc(N)c(Cl)cc1C(=O)NCC1CN(Cc2ccc(F)cc2)CCO1 (stereo not given)
33	4	-4	COc1ccc(C(=O)Nc2cccc(-c3ccc(N4CCOCC4)nn3)c2)cc1OC
34	-1	-4	CCC(C)NC(=O)CSc1ccc(S(=O)(=O)N(C)C2CCCCC2)cn1 (stereo not given)
35	0	7	COc1ccc(S(=O)(=O)N2CCOCC2)cc1NC(=O)CNC(=O)c1cccs1
36	-5	1	Cc1ccc(S(=O)(=O)N2CCC(C(=O)OC(C)C(=O)N(C)c3ccccc3)CC2)cc1C (stereo not given)
37	-2	2	COc1cccc(CC(=O)OC(C)C(=O)Nc2ccc(N3CCOCC3)cc2)c1 (stereo not given)
38	5	0	CCc1ccc(/C(C)=N/NC(=O)c2ccc(-n3cnnn3)cc2)cc1
39	-1	4	CCN(CC(=O)NCC(=O)Nc1ccc(Br)cc1C)Cc1ccccc1
40	6	1	C[C@@H]1CN(S(=O)(=O)c2ccc3c(c2)OCCO3)CCN1S(=O)(=O)c1c(F)cccc1F
41	-1	5	Cc1ccsc1C(=O)NNC(=O)c1csc(N2CCOCC2)n1
42	-1	2	COC(=O)[C@@]12CCCCN1[C@H](c1ccc(-c3ccc(Cl)c(Cl)c3)c(OC)c1)[C@H]1C(=O)N(C)C(=O)[C@H]12
43	-1	4	O=C(c1ccccc1)N1CCC(=O)N(C(CO)Cc2ccccc2)CC1 (stereo not given)
44	-5	2	CC1=NN(C)C(=O)C1Cc1c(F)cccc1Cl (stereo not given)
45	-3	-1	Cc1cccc([N+](=O)[O-])c1NC(=O)CSc1nnc2ccccn12
46	8	-1	Cc1cc(C)cc(OCC(=O)OCC(=O)NC2CCCCCC2)c1
47	9	6	CCOc1ccc(CCNC(=O)C2CC(=O)N(c3ccccc3OCC)C2)cc1OCC (stereo not given)
48	4	5	CC(=O)n1c(=O)oc2ccccc21
49	1	2	CCCC/C=C/[C@H](c1ccccc1)[C@H](CO)Cc1cccnc1
50	1	2	CC(=O)Nc1nc2cc([N+](=O)[O-])ccc2s1
51	1	6	CC(C)[C@H](NC(=O)OCc1ccccc1)C(=O)NC(C=O)Cc1ccccc1 (stereo not given in full)
52	1	2	O=C(COC(=O)C1CCN(c2ccc(C(F)(F)F)cn2)CC1)c1ccccc1
53	-1	1	C=CCC[C@H](Cc1ccc(F)cc1)C(=O)OC[C@@H](NC(=O)[C@@H](CC=C)CC(=O)N[C@H](CO)Cc1ccccc1)C(C)(C)C
54	1	0	O=C(COC(=O)c1ccc(Cl)c(S(=O)(=O)N2CCCC2)c1)NCc1ccccc1
55	-1	5	CCOc1ccc(NC(=O)CN(C)C(=O)C2(c3ccccc3)CC2)cc1OCC
56	2	-3	O=C(CN1C(=O)C2CCCCC2C1=O)Nc1cccc(C(F)(F)F)c1 (stereo not given)
57	-1	-2	COc1cc(-c2nc3ccccn3c2NCc2ccccc2)ccc1SC1CCCCC1
58	8	2	COc1cc(O)c2c(=O)c3c(O[C@H]4O[C@@H](CO)[C@H](O)[C@@H](O)[C@@H]4O)ccc(O)c3oc2c1
59	1	-2	CSc1ccc(S(=O)(=O)NCC(=O)OCC(=O)NCc2cccs2)cc1[N+](=O)[O-]
60	-2	1	CCN(CC(=O)Nc1ccc(OC)cc1)C(=O)c1ccc2c(=O)n3c(nc2c1)CCC3
61	3	1	CCN1CCN(c2ccc(S(=O)(=O)N3CCCCC3)cc2NC(=O)Cc2ccccc2F)CC1
62	-7	3	COc1ccc(OCCN2CCN(S(=O)(=O)c3ccccc3C(F)(F)F)CC2)cc1
63	-2	2	NS(=O)(=O)c1ccc(CNC(=O)Cc2ccc(S(=O)(=O)N3CCOCC3)s2)cc1
64	-3	5	Nn1c(SCC(=O)NCCc2ccc(F)cc2)nnc1C1CCCCC1
65	5	0	CC(C)(C)OC(=O)N[C@H](C(=O)OC(C)(C)C)c1ccc2c(c1)OCO2
66	8	6	COc1cccc(NC(=O)CN(C)C(=O)c2ccc(COc3ccccc3)o2)c1
67	-1	0	CC(C)NC(=O)Nc1cccc2c1O[C@H](CN(C)C(=O)NC1CCCCC1)[C@H](C)CN([C@H](C)CO)C2=O
68	2	-3	CN(CC(=O)Nc1ccccc1C(F)(F)F)C(=O)c1cccc(-n2cccc2)c1
69	4	0	Cc1ccc(S(=O)(=O)N(C)C[C@H]2Oc3ccc(NC(=O)Nc4c(C)noc4C)cc3CC(=O)N([C@@H](C)CO)C[C@@H]2C)cc1
70	-4	11	O=C(CCS(=O)(=O)c1ccc(Cl)cc1)Nc1nnc(-c2ccco2)o1
71	3	1	Cc1ccc(S(=O)(=O)N2CCCCC2)cc1C(=O)NCc1ccc(S(N)(=O)=O)cc1
72	4	9	C#CCOCCOCCOCCNc1nc(N2CCN(C(=O)CCCCCCCCCCNC(=O)Cn3cc(CCCCCN)nn3)CC2)nc(N2CCN(C(=O)CCCCCCCCCCNC(=O)[C@H](CO)n3cc(CCCCCN)nn3)CC2)n1

3 structures out of the list, sorted by molecular weight, smallest number first.
no.	IDE inh	IDE act	structure
70	-4	11	O=C(CCS(=O)(=O)c1ccc(Cl)cc1)Nc1nnc(-c2ccco2)o1
68	2	-3	CN(CC(=O)Nc1ccccc1C(F)(F)F)C(=O)c1cccc(-n2cccc2)c1
63	-2	2	NS(=O)(=O)c1ccc(CNC(=O)Cc2ccc(S(=O)(=O)N3CCOCC3)s2)cc1

(list continues)
no.	IDE inh	IDE act	structure
73	-2	0	O=C(N[C@@H]1CCC(=O)N(CC[C@H](Sc2ccc(Br)cc2)c2ccccc2)CC1)OCc1ccccc1
74	5	-6	C[C@H](CO)N1C[C@H](C)[C@@H](CN(C)Cc2ccncc2)Oc2c(NC(=O)c3ccncc3)cccc2C1=O
75	-7	-2	CCOC(=O)c1cn(C2CC2)c2c(F)c(NCCCN(C)C)c(F)cc2c1=O
76	-1	1	Cc1cc(C)n2nc(C(=O)N(C)c3c(N)n(Cc4ccccc4)c(=O)[nH]c3=O)nc2n1
77	3	-1	Cc1ccc(CNC(=O)[C@H](Cc2ccccc2)NC(=O)c2ccco2)cc1
78	2	1	Cc1ccccc1OCC(=O)N1CCC2(CC1)CC(=O)c1ccccc1O2
79	7	1	CCC1NC(C(=O)O)Cc2c1[nH]c1ccccc21 (stereo not given)
80	-8	6	CN(c1ccccc1)S(=O)(=O)c1cccc(C(=O)OCC(=O)Nc2ccc3[nH]c(=O)[nH]c3c2)c1
81	0	1	CCCCn1c(SCC(=O)Nc2cc(C)on2)nc2cc(S(N)(=O)=O)ccc21
82	2	0	CC(C)CN(C(=O)CC(C)c1ccccc1)c1c(N)n(Cc2ccccc2)c(=O)[nH]c1=O (stereo not given)
83	3	3	Cc1cc(C(=O)OCC(=O)Nc2c(Cl)cccc2C(F)(F)F)c(C)o1
84	11	-16	Cc1ccc(C(=O)N2CCN(c3ccc(C(F)(F)F)cn3)CC2)o1

2 entries picked at random from those above, as already listed:
no.	IDE inh	IDE act	structure
83	3	3	Cc1cc(C(=O)OCC(=O)Nc2c(Cl)cccc2C(F)(F)F)c(C)o1
82	2	0	CC(C)CN(C(=O)CC(C)c1ccccc1)c1c(N)n(Cc2ccccc2)c(=O)[nH]c1=O (stereo not given)

Further records:
no.	IDE inh	IDE act	structure
85	-4	5	COc1cc(NC(=O)c2ccccc2)c(OC)cc1NC(=O)CN1C(=O)NC2(CCCCC2C)C1=O (stereo not given)
86	-4	2	O=C(Cn1cnc2ccccc2c1=O)NNC(=O)c1cccc([N+](=O)[O-])c1
87	7	-3	O=C(Cn1cc(Br)ccc1=O)Nc1ccc2c(c1)OCO2
88	-2	4	CC1=CC(c2ccccc2)n2nc(N)nc2N1 (stereo not given)
89	5	1	COc1ccc(NC(=O)c2ccccc2NC(=O)CN2CCCCCC2)cc1
90	2	3	Cc1sc(NC(=O)C2=COCCO2)nc1-c1ccc(F)cc1
91	-8	4	O=C(COC(=O)c1ccc([N+](=O)[O-])s1)Nc1ccc(F)cc1
92	-6	4	O=c1cc(NC2CCCCC2)[nH]c(=O)[nH]1
93	15	6	N#Cc1ccc(C(=O)NC(=S)N2CCN(C=O)CC2)cc1
94	-5	3	N#Cc1ccc(C(=O)N2CCN(S(=O)(=O)c3ccc(Cl)s3)CC2)cc1
95	-1	-1	O=C(NN1C(=O)NC2(CCCCC2)C1=O)c1cc(F)cc(F)c1
96	-3	5	COc1ccc(NC(=O)CSc2nnc(C)s2)cc1S(=O)(=O)N1CCOCC1
97	-2	3	COc1cc(-c2noc(C)c2C(=O)NCCCN2CCCC2=O)cc(OC)c1OC
98	-2	5	CC1CCCC(NC(=O)NC(=O)COC(=O)c2ccc(O)cc2O)C1C (stereo not given)
99	5	1	CCOC(=O)[C@H]1[C@H]2COc3ccc(Cl)cc3[C@@H]2N2C(=O)c3ccc(F)cc3NC(=O)[C@@]12C
100	8	-4	Cn1cccc1C(=O)OCC(=O)Nc1sccc1C#N
101	-2	7	CCCn1c(SC(C)C(=O)NC2CC2)nnc1-c1ccncc1 (stereo not given)
